From PubChem BioAssay
TDP1 inh = qHTS Assay for Inhibitors of Tyrosyl-DNA Phosphodiesterase (TDP1). Tyrosyl-DNA phosphodiesterase 1 (Homo sapiens), Q9NUW8. recombinant TDP1, AlphaScreen DNA substrate cleavage. Potency, µM (series often up to 130 µM), inactives show top-dose activity change, negative = inhibition, most hits filed as inhibitors. actives 0.28% (n = 350,000); further: nearly all actives have a fitted effect of over 40% in size
Target sequence (Q9NUW8 whole entry, looked up): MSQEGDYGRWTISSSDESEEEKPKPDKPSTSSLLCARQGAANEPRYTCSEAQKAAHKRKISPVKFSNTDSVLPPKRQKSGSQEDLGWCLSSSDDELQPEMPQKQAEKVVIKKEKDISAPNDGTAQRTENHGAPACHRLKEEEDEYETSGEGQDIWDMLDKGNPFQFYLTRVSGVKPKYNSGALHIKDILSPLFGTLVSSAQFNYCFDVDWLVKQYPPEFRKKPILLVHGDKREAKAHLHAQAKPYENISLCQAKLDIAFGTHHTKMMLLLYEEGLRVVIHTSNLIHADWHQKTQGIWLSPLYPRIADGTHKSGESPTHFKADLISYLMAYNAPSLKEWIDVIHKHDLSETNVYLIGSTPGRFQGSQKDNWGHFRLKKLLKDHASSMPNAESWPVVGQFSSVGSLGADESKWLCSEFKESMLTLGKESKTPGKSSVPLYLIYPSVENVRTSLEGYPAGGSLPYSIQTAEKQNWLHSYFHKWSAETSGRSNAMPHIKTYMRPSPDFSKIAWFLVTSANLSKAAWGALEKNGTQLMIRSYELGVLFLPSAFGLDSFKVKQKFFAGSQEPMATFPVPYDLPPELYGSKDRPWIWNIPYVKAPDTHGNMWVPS
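Here, a 5' biotin and 3' phosphotyrosine-FITC DNA oligonucleotide reports Tdp1 activity: intact substrate bridges AlphaScreen beads, while cleavage leaves a 3' phosphate and drops signal. All incubations at room temperature.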
FEN1 inhibitor = qHTS Assay for the Inhibitors of Human Flap endonuclease 1 (FEN1) | P39748 | Recombinant FEN1 flap cleavage, fluorescence, 15 min | Potency, µM (highest dose often 114 µM), without a hit: at the top dose activity change, negative = inhibition, most hits filed as inhibitors | actives 0.35% (n = 390,000) | AID 588795, 2011; further: nearly all actives have a fitted effect of over 65% in size
Target sequence (P39748 whole entry, looked up): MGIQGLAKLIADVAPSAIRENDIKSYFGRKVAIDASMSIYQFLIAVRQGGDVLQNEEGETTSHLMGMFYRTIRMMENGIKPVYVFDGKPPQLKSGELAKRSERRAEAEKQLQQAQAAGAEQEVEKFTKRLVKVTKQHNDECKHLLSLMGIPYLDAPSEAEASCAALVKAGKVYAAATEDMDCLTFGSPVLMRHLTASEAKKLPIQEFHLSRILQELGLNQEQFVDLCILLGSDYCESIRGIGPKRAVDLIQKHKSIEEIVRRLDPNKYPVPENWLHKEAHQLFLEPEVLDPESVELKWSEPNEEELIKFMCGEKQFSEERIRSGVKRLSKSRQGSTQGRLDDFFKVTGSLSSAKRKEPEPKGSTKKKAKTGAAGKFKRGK
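In this screen, 50 nM flap DNA substrate was added to 10 nM FEN1 pretreated with compound for 15 min at room temperature; cleavage was followed with reads at 0 and 15 min, and Hill fitting gave concentration–response parameters.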
N370S GC mod = qHTS Assay for Inhibitors and Activators of N370S glucocerebrosidase as a Potential Chaperone Treatment of Gaucher Disease. Potency, µM (series often up to 59.4 µM), inactives show top-dose activity change, negative = inhibition, hits mostly inhibitors. Lysosomal acid glucosylceramidase (Homo sapiens), P04062. actives 0.092% (n = 330,000). N370S GC spleen homogenate, 4MU-glucoside fluorescence;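 further: 0% = full enzyme activity and -100% = no enzyme basal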
An asterisk follows results filed as active; ? = inconclusive; nt = not tested or not shown; & = joins results of further samples; ! = not active in a repeat; [ ] = dose if it differs, or a comment. The call rests on the fitted dose curve; in most records, active means well fitted curve in the direction sought with a large enough effect; inconclusive means small, poorly fitted or top-dose-only effect, or another doubt; inactive means no such curve, though single readings can be large; an effect the other way counts as inactive or inconclusive. Unless noted, on the % scale 0 is the no-effect control and ±100 the full control effect; potency means the concentration at half of the fitted maximal effect.

TDP1 inh	FEN1 inhibitor	N370S GC mod	smiles
nt	5%	-4%	COc1cc(NC(=O)c2c(OC)cccc2OC)ccc1NC(=O)c1cc2ccccc2o1
-2%	-10%	-9%	Cc1ccc(S(=O)(=O)N(C)C)cc1NC(=O)CCc1c[nH]c2ccccc12
1%	-9%	-7%	C/C(=N\Nc1ccc([N+](=O)[O-])cc1)c1ccc2c(c1)OCO2
9%	?	2%	COc1ccc(N2CSC3=C(C#N)C(c4cc(OC)ccc4OC)CC(=O)N3C2)c(OC)c1 (stereo not given)
-8%	-13%	11%	COC(=O)c1cc(OC)c(OC)cc1NC(=S)Nc1cccc(C(C)=O)c1
5%	10%	nt	CCn1cc(C(=O)N(C)Cc2ccccc2)c(=O)c2cc(S(=O)(=O)N3CCCCC3)ccc21
0%	nt	-2%	CCN(CC)CCn1c(=S)[nH]c2cc(C(=O)N3CC=C(c4ccccc4)CC3)ccc2c1=O
1%	4%	9%	Cn1c(=O)cc(OCC(=O)NCCC2=CCCCC2)c2ccccc21
2%	1%	-13%	O=C(CCNC(=O)c1ccccc1Cl)Nc1nnc(C2CC2)s1
-8%	-2%	-9%	O=C(CNS(=O)(=O)c1ccccc1)Nc1ccc(C(F)(F)F)cc1
6%	0%	0%	O=C(O)c1[nH]nc2c1COc1ccccc1-2
5%	-6%	nt	COc1cc2cnc(-c3ccccc3)c(-c3ccc([N+](=O)[O-])cc3)c2cc1OC
1%	3%	-14%	CSc1nnc(-c2ccc(C(F)(F)F)cn2)o1
8%	1%	3%	CN(C)S(=O)(=O)c1cccc(NC(=O)CSc2nc3ccccc3[nH]2)c1
nt	3%	5%	CN(C)c1ccc(C(C[N+](=O)[O-])c2c(N)n(C)c(=O)n(C)c2=O)c(F)c1C#N (stereo not given)
0%	-10%	1%	COc1ccc(C(=O)C2CCCN(Cc3cnc(N4CCCC4)s3)C2)cc1OC (stereo not given)
5%	-3%	10%	O=C1CC(c2ccsc2)Sc2ccccc2N1 (stereo not given)
5%	-3%	0%	CC1CC(C)(C)NC(=S)N1CC(=O)NCc1ccc(F)cc1 (stereo not given)
-2%	2%	-19%	COC(=O)c1ccc(COC(=O)CCC(=O)c2cccs2)cc1
4%	2%	3%	CCC1CCCCN1C(=O)CSc1nc2c(c(=O)n1C)SC(C)C2 (stereo not given)
4%	2%	3%	COc1ccccc1C1(CC(=O)N2CCOCC2)CCOC(C(C)C)C1 (stereo not given)
7%	0%	7%	CCCCN(Cc1cc2ccccc2[nH]c1=O)C(=O)c1ccccn1
4%	-2%	-13%	O=C(NCCc1nnc2ccc(SCC(=O)N3CCCC3)nn12)c1ccccc1
8%	5%	17%	O=C(NCC1CCCO1)C(c1cccs1)N(Cc1cccs1)C(=O)c1ccc(-c2ccccc2)[nH]1 (stereo not given)
-1%	-15%	5%	Cc1ccc(N2C(=O)C(c3c(C)[nH]n(-c4ccccc4)c3=O)(C(F)(F)F)C3=C2CC(C)(C)CC3=O)cc1 (stereo not given)
nt	-5%	0%	N#Cc1cccc(CN2CCC(=O)N(CCO)CC2)c1
nt	-34%	-4%	COc1cccc(-c2coc3c(C)c4oc(=O)c(CC(=O)O)c(C)c4cc23)c1
8%	-5%	15%	CN(/N=C\c1ccc(O)c(O)c1)c1nc(-c2ccccc2)cc(-c2ccccc2)n1
nt	-5%	-18%	COc1ccc(CCN(C)Cc2c(O)ccc3cc(Br)ccc23)cc1OC
1%	-3%	1%	Cc1ccc(S(=O)(=O)Nc2ccncc2)c(C)c1N(C)S(=O)(=O)c1ccc(Cl)cc1
-2%	-6%	2%	Cc1ccc(C(=O)OCC(=O)N2CCc3ccccc32)cc1
nt	-10%	8%	CC12CN3CC(C)(CN(C1)C3c1ccc3c(c1)OCO3)C2O (stereo not given)
-10%	1%	nt	O=C(CSCc1ccc(F)cc1)N1CCN(c2ccccc2F)CC1
nt	4%	-5%	COc1cc(C(=O)OCC(=O)N2CCC(Cc3ccccc3)CC2)cc(OC)c1OC
-14%	-4%	6%	Cc1cc(=O)oc2c1c(C)nn2-c1nn[nH]n1
10%&5%	nt	18µM*!	CC(/C=C/C(=O)NO)=C\[C@@H](C)C(=O)c1ccc(N(C)C)cc1
-8%[0.0935 µM]	4%	10%	O=C(NCc1ccccc1F)C1CCN(C(=O)Nc2ccc(F)cc2)CC1
4%	6%	-3%	CCOc1ccc(NC(=O)CN(C)C(=O)c2ccc(OCC3CCCO3)cc2)cc1OCC (stereo not given)
2%	0%	-2%	O=C(NC(=S)N1CCOCC1)c1ccc(F)cc1
-2%	0%	nt	CC1(c2ccccc2)NC(=O)N(CC(=O)NCC2CCCO2)C1=O (stereo not given)
nt	-18%	-6%	O=C(CN1CCN(c2ccccn2)CC1)Nc1ccc(Br)cc1
2%	-2%	-15%	CCCc1ncc(C(O)c2ccc(OC)cc2)n1C (stereo not given)
nt	4%	-6%	COc1ccccc1-n1c(SCC(=O)Nc2ccc(Br)cc2)nc(O)cc1=O
0%	-1%	14%	CC(C)(C)NC(=O)c1nn(Cc2ccccc2)c(=O)c2ccccc12
-13%	-1%	1%	Cc1ccc(F)cc1NC(=O)CSCc1nc2sc(C)c(C)c2c(=O)[nH]1
2%	-1%	10%	Cc1ccc(CN2CCN(Cc3ccc(OC(C)C)cc3)CC2CCO)o1 (stereo not given)
3%	8%	nt	Cc1cc(C)c(NC(=O)CSc2ncc3c(n2)-c2cc(Cl)ccc2N(C)S3(=O)=O)c(C)c1
nt	-5%	0%	CCCC(NC(=O)C(C)NC(=O)CO/N=C1\C=C2CCC3C4CCC(C(C)=O)[C@@]4(C)CCC3[C@@]2(C)CC1)C(=O)O (stereo not given in full)
nt	-5%	6%	O=C(/C=C/c1ccc(S(=O)(=O)N2CCOCC2)cc1)OCC(=O)c1ccc([N+](=O)[O-])cc1
-3%	-3%	5%	COc1ccc(CC2(CO)CCN(C(C)COc3ccccc3)CC2)cc1 (stereo not given)
-6%	6%	20%	CCCN1C(=O)c2cccc3c(N4CCCCC4)ccc(c23)C1=O
-19%	8%	2%	Cc1ccn2c(=O)nc(SCC(=O)NCc3ccc4c(c3)OCO4)nc2c1
7%	-15%	1%	COc1cccc(/C=C2\C(=O)C(=O)c3ccccc32)c1
0%	2%	nt	CN1C(=O)N(CC(=O)N2CCN(S(=O)(=O)/C=C/c3ccccc3)CC2)C(=O)C12CCCCC2
-3%	-2%	0%	CC(=O)Nc1ccc(S(=O)(=O)N2CCCC2C(=O)Nc2ccc3c(c2)OCCO3)cc1 (stereo not given)
6%[12.3 µM]	nt	-12%[12.8 µM]	CCCCc1nc2c(c3c1C[C@H](C)OC3)CN(S(=O)(=O)c1ccc(NC(C)=O)cc1)CC2
3%	4%	18%	COCCNC(=S)N(Cc1cccnc1)Cc1ccc(OC)c(OC)c1
3%	-12%	-4%	COCCCNC(=O)c1ccc(Cn2c(=O)[nH]c3ccccc3c2=O)cc1
5%	-3%	8%	Nc1ncc(Br)cc1S(=O)(=O)NC1CCCCC1
nt	4%	-5%	c1ccc(CCCN2CCOCC2)cc1

The list continues:
TDP1 inh	FEN1 inhibitor	N370S GC mod	smiles
22µM*	50µM*	-14%	O=C(CSc1nc2sc3c(c2c(=O)n1-c1ccccc1)CCCC3)N/N=C/c1ccccc1C(=O)O
5%	-9%	3%	CCOc1ccc(N(CC(=O)N2CCCCCC2)S(C)(=O)=O)cc1
-5%	-4%	-18%	CCOC(=O)c1sc(NC(=O)CN2C(=O)NC3(CC(C)CC(C)(C)C3)C2=O)cc1C (stereo not given)
0%	2%	-5%	COc1ccc(S(=O)(=O)N2CCCC2CNC(=O)C(=O)Nc2ccc(C)cc2)cc1 (stereo not given)
nt	-9%	-8%	Cc1ccc(CCC(=O)Nc2ccc(N(C)C)cc2)o1
3%	9%	10%	CCNC(=O)c1ccc(OCC(=O)Nc2ccc(F)cc2)c(OC)c1
2%	-4%	-16%	CC(C)(CCl)C(=O)Nc1ccc(C(F)(F)F)cc1
0%	2%	-7%	Cc1noc(COc2ccccc2OCC(N)=O)c1Cl
8%	6%	-8%	Cc1cccc(NC(=S)N2CCCCC2)c1
0%	7%	nt	Cc1ccc(C(c2sc3nc(-c4ccco4)nn3c2O)N2CCN(c3ccc(F)cc3)CC2)cc1 (stereo not given)
3%	9%	2%	Cc1ccc(C(=O)NCCn2cc(SCC(=O)Nc3cc(C)on3)c3ccccc32)cc1
-6%	-1%	nt	COc1cc(Cl)c(C)cc1NC(=O)COC(=O)C1CC1C (stereo not given)
-1%	7%	23%	O=C(CSCc1c(F)cccc1Cl)Nc1ccccc1C(=O)N1CCOCC1
0%	16%	-10%	COC(=O)c1cc(S(=O)(=O)NCC(C)c2ccccc2)cn1C (stereo not given)
nt	-2%	-3%	O=C(NCC(c1ccco1)N1CCN(c2ccc(F)cc2)CC1)c1cccs1 (stereo not given)
8%	-10%	4%	Cn1cnc(S(=O)(=O)NC2CCN(Cc3ccccc3)CC2)c1
0%	-11%	nt	COc1ccc(C(=O)N2CCN(c3nc4c(OC)cccc4s3)CC2)cc1OC
-1%	-9%	2%	O=S1(=O)CCN2N=C(C34CC5CC(CC(C5)C3)C4)SC2=N1
-11%	-16%	8%	Cc1ccccc1OCC(=O)NCC(=O)OCc1ccc(Br)cc1
-9%[0.0935 µM]	1%	-3%	COc1ccc(CCN(C)C(=O)c2cc(=O)c3ccccc3o2)cc1OC
nt	-2%	2%	NS(=O)(=O)c1ccc(NNC(=O)c2ccccc2C(=O)O)cc1
1%	-16%	nt	CCCNC(=O)C(Cc1ccccc1F)NC(=O)c1ccccn1 (stereo not given)
5%	-3%	-3%	O=[N+]([O-])c1cn(Cc2ccccc2)cn1
2%	13%	2%	NNC(=O)c1cc2ccccc2[nH]1
nt	15%	-6%	O=C1NC(c2ccccc2)CCO1 (stereo not given)
7%	-4%	-3%	Cc1cc(=O)[nH]c(SCC(=O)N2c3ccccc3CC2C)n1 (stereo not given)
nt	-15%	-7%	Cc1ccc(CNc2cccnc2)cc1
5%	11%	nt	COc1ccc(NC(=O)c2c(NCc3cccc(F)c3)sc3c2CCC3)c(OC)c1
-1%	-4%	0%	COc1ccc(/C=N/NC(=O)c2ccc(CSc3nc(C)cc(C)n3)cc2)c(OC)c1OC
nt	11%	-3%	CC[C@@]12C(=O)N(c3ccc(OC)cc3)C(=O)N1[C@H](c1ccc(Cl)cc1)[C@@H]1C(=O)N(C3CCCCC3)C(=O)[C@@H]12
nt	-11%	-4%	CC(=O)N(Cc1ccc(Cl)cc1)c1cnccn1

Gathered by group: those above containing fluorine (16)
TDP1 inh	FEN1 inhibitor	N370S GC mod	smiles
-8%	-2%	-9%	O=C(CNS(=O)(=O)c1ccccc1)Nc1ccc(C(F)(F)F)cc1
1%	3%	-14%	CSc1nnc(-c2ccc(C(F)(F)F)cn2)o1
nt	3%	5%	CN(C)c1ccc(C(C[N+](=O)[O-])c2c(N)n(C)c(=O)n(C)c2=O)c(F)c1C#N (stereo not given)
5%	-3%	0%	CC1CC(C)(C)NC(=S)N1CC(=O)NCc1ccc(F)cc1 (stereo not given)
-1%	-15%	5%	Cc1ccc(N2C(=O)C(c3c(C)[nH]n(-c4ccccc4)c3=O)(C(F)(F)F)C3=C2CC(C)(C)CC3=O)cc1 (stereo not given)
-10%	1%	nt	O=C(CSCc1ccc(F)cc1)N1CCN(c2ccccc2F)CC1
-8%[0.0935 µM]	4%	10%	O=C(NCc1ccccc1F)C1CCN(C(=O)Nc2ccc(F)cc2)CC1
2%	0%	-2%	O=C(NC(=S)N1CCOCC1)c1ccc(F)cc1
-13%	-1%	1%	Cc1ccc(F)cc1NC(=O)CSCc1nc2sc(C)c(C)c2c(=O)[nH]1
3%	9%	10%	CCNC(=O)c1ccc(OCC(=O)Nc2ccc(F)cc2)c(OC)c1
2%	-4%	-16%	CC(C)(CCl)C(=O)Nc1ccc(C(F)(F)F)cc1
0%	7%	nt	Cc1ccc(C(c2sc3nc(-c4ccco4)nn3c2O)N2CCN(c3ccc(F)cc3)CC2)cc1 (stereo not given)
-1%	7%	23%	O=C(CSCc1c(F)cccc1Cl)Nc1ccccc1C(=O)N1CCOCC1
nt	-2%	-3%	O=C(NCC(c1ccco1)N1CCN(c2ccc(F)cc2)CC1)c1cccs1 (stereo not given)
1%	-16%	nt	CCCNC(=O)C(Cc1ccccc1F)NC(=O)c1ccccn1 (stereo not given)
5%	11%	nt	COc1ccc(NC(=O)c2c(NCc3cccc(F)c3)sc3c2CCC3)c(OC)c1
